# FBW7 activator – human FBW7 E3 ligase activation, primary screen. Q969H0. AlphaScreen FBW7–phospho-cyclin E peptide binding, activator screen. normalized activity (activation), % at 26.1 µM. 0.13% of 650,000 active. AID 1259310; in the data active = normalized activity above about 1.9%;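 also: purified mutant Fbw7 with reduced substrate affinity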
# Target sequence (Q969H0 whole entry, looked up): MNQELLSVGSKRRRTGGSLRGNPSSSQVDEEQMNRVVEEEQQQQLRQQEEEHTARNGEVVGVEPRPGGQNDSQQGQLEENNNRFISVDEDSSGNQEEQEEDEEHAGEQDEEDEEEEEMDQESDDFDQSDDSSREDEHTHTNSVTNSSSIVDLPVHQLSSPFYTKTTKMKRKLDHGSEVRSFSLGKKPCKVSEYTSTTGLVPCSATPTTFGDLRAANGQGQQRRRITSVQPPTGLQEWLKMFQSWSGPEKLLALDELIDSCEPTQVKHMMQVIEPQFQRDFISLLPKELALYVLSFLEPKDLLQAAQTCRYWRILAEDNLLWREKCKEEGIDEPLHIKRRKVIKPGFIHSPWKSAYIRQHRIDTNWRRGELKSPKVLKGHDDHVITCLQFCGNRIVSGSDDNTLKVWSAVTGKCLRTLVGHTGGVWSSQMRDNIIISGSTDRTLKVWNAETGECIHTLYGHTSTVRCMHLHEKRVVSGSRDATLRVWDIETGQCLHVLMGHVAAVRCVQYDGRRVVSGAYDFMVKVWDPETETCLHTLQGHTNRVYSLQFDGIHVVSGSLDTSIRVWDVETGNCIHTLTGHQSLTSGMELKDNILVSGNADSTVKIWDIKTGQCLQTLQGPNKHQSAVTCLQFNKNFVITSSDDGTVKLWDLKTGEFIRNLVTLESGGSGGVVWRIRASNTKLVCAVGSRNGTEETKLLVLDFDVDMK
# MITF inh – blocks human microphthalmia-associated transcription factor; 0.91% of 650,000 active; AlphaScreen MITF homodimerization, bead proximity signal; AID 1259374; inhibition, % at 2.6 µM; in the data active = inhibition above about 50%;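 also: 0% = vehicle wells with protein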
# GPR151 activ – activates the human receptor GPR151 | PathHunter beta-arrestin GPR151 cells, luminescence | activation, % at 11.2 µM | 1% of 650,000 active | AID 1508602; in the data active = activation above about 4.9%;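 also: 0% = median of compound wells and 100% = cells with positive control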
# TEAD-YAP inh – TEAD-YAP interaction inhibition; HEK-TIYL cells, TEAD-Gal4/YAP UAS-luciferase luminescence; inhibition, % at 9.12 µM; 1.4% of 640,000 active; in the data active = inhibition above about 32%;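 also: 0% = median of test compound wells and 100% = reference inhibitor wells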
# * hit, by the source's call; x = no result given. An unsorted share of the library. About 3.4% of those tested had a hit in this group.
SMILES,FBW7 activator,MITF inh,GPR151 activ,TEAD-YAP inh
Cn1c(SCC(N)=O)nnc1C1CCN(C(=O)NC2CCCCC2)CC1,-0.2,-8,-0.5,-5
Cc1ccc(-c2csc(NC(=O)CSc3nc4nc(C)cc(C)n4n3)n2)cc1,-0.2,4,-0.3,9
CCN(C(=S)NCCOC)c1cccc2ccccc12,0.8,16,14*,-6
CC(C)(C)c1ccc(Oc2nnnn2-c2ccc(C(=O)O)cc2)cc1,0.0,-5,0.1,-13
CCOc1cc(CO)ccc1OCC(=O)NCc1ccccc1,0.0,1,-0.2,1
Cc1cccc(OCc2nnc3n2-c2ccccc2SC3)c1,-0.1,-6,-0.5,-13
COc1ccc(-c2noc(CN3CCC(CCN4CCCC4=O)CC3)n2)cc1,0.2,0,2.3,21
Cc1ccc(CC(S)C(=O)O)cc1C (stereo not drawn),-0.2,6,0.2,-1
COc1cc(/C=c2\sc3nc(=O)c(C)nn3c2=O)ccc1OC(C)=O,-0.1,4,14*,3
NS(=O)(=O)c1ccc(CNC(=O)c2ncoc2-c2cccs2)cc1,-0.1,4,-0.1,-1
O=C1CC(N2CCN(c3ccccn3)CC2)C(=O)N1CC(c1ccccc1)c1ccccc1 (stereo not drawn),-0.1,3,-0.1,3
FC(F)(F)c1cccc(CNc2nc(Nc3ccncc3)nc3c2ncn3-c2ccsc2)c1,0.0,2,1.3,-4
COc1cc(Nc2nc(-c3ccc(C(=O)N4CCN(C)CC4)cc3)nc3nc[nH]c23)cc(OC)c1OC,-0.1,5,0.8,-7
Cc1ccc(NC(=O)CSc2nc3ccsc3c(=O)n2Cc2ccccc2Cl)cc1,0.2,9,-0.4,7
O=C(O)CCC1(C(=O)O)NC(c2ccc(O)cc2O)C2C(=O)N(Cc3ccccc3)C(=O)C21 (stereo not drawn),0.0,9,-0.6,-8
CCn1cc(C(=O)N(CCCN2CCOCC2)Cc2ccco2)c(=O)c2ccc(C)nc21,0.0,-2,-0.3,10
CCOc1ccc(CNC(=O)c2c(C)nn(-c3ccccc3)c2Cl)cc1,0.1,-1,-1.1,1
CCOc1cc(C2CC(=O)NC(SCC(=O)Nc3ccc(C)cc3C)=C2C#N)ccc1O (stereo not drawn),0.8,15,1.5,19
CC(C)N(C(=O)CSc1nncn1-n1cccc1)c1ccccc1,-0.1,-10,0.2,1
COc1ccc(C(=O)N2CCN(Cc3cccc(F)c3)CC2)cc1OC,0.1,42,0.2,-6
Cc1ccc(-n2c(C)cc(C(=O)O)c2C)cc1,0.5,10,-0.1,-1
CCOC(=O)c1c(NC(=O)c2cccc(Cl)c2)sc(C(=O)OC)c1C,-0.2,-18,1.7,2
Cc1cc(C)c2[nH]c(=O)c(CN(CC3CCCO3)C(=O)c3cnccn3)cc2c1 (stereo not drawn),0.7,-7,-1.6,-6
CCOC(=O)c1c[nH]c2c([N+](=O)[O-])cccc2c1=O,-0.8,-1,0.7,5
CCCC(C)NC(=O)c1ccc(Br)cc1 (stereo not drawn),0.2,5,-1.0,-18
COc1ccc(N2CC(C(=O)Nc3ccc(Oc4cccc(C)c4)cc3)CC2=O)cc1 (stereo not drawn),0.0,7,2.0,-3
Cc1ccc(Cn2c(C)c(CNC3CCCCCCC3)c(C(=O)O)c2C)cc1,0.0,0,0.2,5
COc1ccc(N=Cc2c(O)n(-c3ccccc3OC)c(=S)[nH]c2=O)cc1,0.0,2,0.3,-5
CCOc1cc(/C=C2/N=C(c3cccc(F)c3)OC2=O)ccc1OC(=O)c1ccccc1,0.4,25,-1.1,5
O=C(O)CCC(=O)Nc1ccn(Cc2ccc(Cl)cc2)n1,0.4,-23,1.7,7
CCn1c(=O)c(C(=O)Nc2ccc(Br)cc2)c(O)c2ccccc21,0.1,7,1.0,4
O=C(CNC(=O)C1COc2ccccc2O1)N/N=C/c1ccc(C(=O)O)cc1 (stereo not drawn),0.7,11,-0.2,7
Cc1cc(Cl)c(S(=O)(=O)Nc2ccc3c(c2)OCO3)cc1OCC(N)=O,-0.1,2,0.7,11
Cc1ccc(CNC(=O)c2ccc3c(c2)nc(C)n3-c2cccc(C)c2)cc1,0.1,11,-1.8,1
Nc1ncnc(N/N=C/c2cc([N+](=O)[O-])ccc2OC(F)F)c1[N+](=O)[O-],0.0,4,-0.9,-40
CC1=NN(C(=S)c2ccccc2)C(C)(O)C1Cc1ccccc1 (stereo not drawn),0.5,24,0.1,-33

# A run of entries of the results above, as a working copy:
SMILES,FBW7 activator,MITF inh,GPR151 activ,TEAD-YAP inh
CCOc1cc(/C=C2/N=C(c3cccc(F)c3)OC2=O)ccc1OC(=O)c1ccccc1,0.4,25,-1.1,5
O=C(O)CCC(=O)Nc1ccn(Cc2ccc(Cl)cc2)n1,0.4,-23,1.7,7
CCn1c(=O)c(C(=O)Nc2ccc(Br)cc2)c(O)c2ccccc21,0.1,7,1.0,4
O=C(CNC(=O)C1COc2ccccc2O1)N/N=C/c1ccc(C(=O)O)cc1 (stereo not drawn),0.7,11,-0.2,7

# (next part)
SMILES,FBW7 activator,MITF inh,GPR151 activ,TEAD-YAP inh
N=C(N)S/C=C\C(=O)O,0.0,3,0.8,x
FC(F)(F)c1cccc(N2CCN(c3ncnc4sc5c(c34)CCCC5)CC2)c1,0.0,7,2.0,-4
Cc1ccc2[nH]c(=O)c(CN(CCCO)Cc3nnnn3C3CCCC3)cc2c1,0.0,6,0.1,-6
COCCN(CCOC)Cc1c(C)[nH]c2c(C)cccc2c1=O,0.9,29,-0.7,-9
CC12CCC(=O)N1c1ccccc1C(=O)N2c1ccccc1 (stereo not drawn),-0.1,-7,-0.2,-5
C[C@@H]1C[C@@H](C(=O)N2CCC3(CC2)CC3C(=O)NCCCc2ccccc2)NC(=S)N1 (stereo partly drawn),0.3,-14,-0.4,9
O=C(NCCO)c1csc(NCCN2CCOCC2)n1,0.0,8,0.6,9
Cc1oc(-c2ccc3c(c2)OCCO3)cc1C(=O)O,0.0,13,-10,-30
COc1ccc(S(=O)(=O)N(CC(=O)N2CCN(C(c3ccccc3)c3ccccc3)CC2)c2ccc(C)cc2)cc1Br,0.0,10,-0.2,5
CC(=O)c1sc(NC(=O)c2ccccc2NS(=O)(=O)c2ccc(C)cc2)nc1C,1.0,8,-0.3,2
O=C(CSCc1ccccc1)N(Cc1ccco1)c1nc2ccccc2s1,0.2,2,0.1,-30
O=[N+]([O-])c1ccc(/C=N\Nc2nc3ccccc3[nH]2)cc1,0.3,-12,0.6,-32
CCOC(=O)c1ccc(N2C(=O)c3ccc(C(=O)Nc4cc(C(=O)O)cc(C(=O)O)c4)cc3C2=O)cc1,-0.1,16,0.0,-15
CC(C)C[C@@H]1NC(=O)[C@@H]2C[C@H](NCc3cnn(-c4cccc(F)c4)c3)CN2C1=O,-0.5,15,1.7,7
CCCNc1nc(N2CCOCC2)nc2cc(OC)c(OC)cc12,0.1,5,-0.1,4
CC1C=CCC2C(=O)N(c3cccc(C(=O)NCCc4ccccc4)c3)C(=O)C12 (stereo not drawn),-0.1,-2,-1.3,1
CC(O)c1nc2ccccc2n1CC(=O)NC1CC1 (stereo not drawn),-0.1,11,0.1,-2
COC(=O)C1=CN(C(C)C)C=C(C(=O)OC)C1c1ccc(C(F)(F)F)cc1,0.6,8,2.0,-2
CCOC(=O)C1CCCN(C(=O)NCc2noc3ccc(C)cc23)C1 (stereo not drawn),0.6,8,0.6,17
COc1ccc(/C(C)=N/N=C(N)N)c(OC)c1,0.2,-7,-0.3,2
COC(=O)c1c(N)no[n+]1[O-],-0.1,14,-0.7,2
Cc1ccn2c(CNCCN3CCC(O)CC3)c(C(=O)N3CCCCCC3)nc2c1,0.0,4,-0.2,12
CCCCNC(NCCCC)=C(S(=O)(=O)CC)S(=O)(=O)CC,0.3,12,0.3,6
CCOC(=O)/C=C(\S)c1ccccc1,-0.3,-4,0.2,5

# A second format for some results above.
SMILES | FBW7 activator | MITF inh | GPR151 activ | TEAD-YAP inh
N=C(N)S/C=C\C(=O)O | 0.0 | 3 | 0.8 | x
FC(F)(F)c1cccc(N2CCN(c3ncnc4sc5c(c34)CCCC5)CC2)c1 | 0.0 | 7 | 2.0 | -4
Cc1ccc2[nH]c(=O)c(CN(CCCO)Cc3nnnn3C3CCCC3)cc2c1 | 0.0 | 6 | 0.1 | -6
COCCN(CCOC)Cc1c(C)[nH]c2c(C)cccc2c1=O | 0.9 | 29 | -0.7 | -9
CC12CCC(=O)N1c1ccccc1C(=O)N2c1ccccc1 (stereo not drawn) | -0.1 | -7 | -0.2 | -5

# Gathered by group, the compounds so far containing a thiophene ring, fused or not (five)
SMILES,FBW7 activator,MITF inh,GPR151 activ,TEAD-YAP inh
NS(=O)(=O)c1ccc(CNC(=O)c2ncoc2-c2cccs2)cc1,-0.1,4,-0.1,-1
FC(F)(F)c1cccc(CNc2nc(Nc3ccncc3)nc3c2ncn3-c2ccsc2)c1,0.0,2,1.3,-4
Cc1ccc(NC(=O)CSc2nc3ccsc3c(=O)n2Cc2ccccc2Cl)cc1,0.2,9,-0.4,7
CCOC(=O)c1c(NC(=O)c2cccc(Cl)c2)sc(C(=O)OC)c1C,-0.2,-18,1.7,2
FC(F)(F)c1cccc(N2CCN(c3ncnc4sc5c(c34)CCCC5)CC2)c1,0.0,7,2.0,-4

# (listing goes on)
SMILES,FBW7 activator,MITF inh,GPR151 activ,TEAD-YAP inh
CCOC(=O)c1sc(NC(=O)c2cccc([N+](=O)[O-])c2)nc1-c1ccccc1,0.0,-7,0.0,9
CC1=C(C(=O)OC2CCCCC2)C(c2ccc(Cl)c(Cl)c2)CC(=O)N1 (stereo not drawn),-0.3,7,0.3,-15
Cc1cc(OC(C)c2nc(-c3nonc3N)no2)ccc1Cl (stereo not drawn),0.0,2,1.8,-1
COc1cc(=O)n2c(c1C(=O)NCCCn1ccnc1)CCN(CC=C(C)C)CC2,0.2,10,-1.1,3
O=C(CSc1ccc(-c2cccs2)nn1)NCc1ccco1,-0.3,3,-1.6,1
Cc1ccccc1OCCNC(=O)c1ccccc1F,0.2,12,-0.4,-48
CCCCN1C(=O)C(O)(CC(=O)c2ccc(OC)cc2)c2cc(Br)ccc21 (stereo not drawn),-0.1,0,-0.2,1
O=C(O)/C=C\C(=O)NNC(=O)CSc1ccc2ccccc2n1,-0.2,6,0.1,-5
OCCC1CN(Cc2cccnc2)CCN1CCc1ccccc1 (stereo not drawn),0.0,-5,2.2,1
CCN1CCN(CC(O)COc2c(OC)cccc2OC)CC1 (stereo not drawn),-0.1,2,-0.3,6
CCOC(=O)c1ccc(NC(=O)c2cc(=O)[nH]c3ccccc23)cc1,0.2,-4,0.8,5
COc1cc(NC(=O)c2cc(C)[nH]n2)cc(OC)c1,0.0,8,-4.6,-15
CCOc1ccc(NC(=O)C23CC4CC(CC(O)(C4)C2)C3)cc1,0.0,2,0.5,-6
COc1cc(OC)cc(-n2nc(C(=O)NCCCN3CCN(C)CC3)c3ccccc3c2=O)c1,0.3,16,0.1,-1
CC1CCN(C(=O)c2ccc(CN(c3ccccc3)S(C)(=O)=O)cc2)CC1,-0.2,-10,0.6,5
CNS(=O)(=O)c1cccc(C(=O)OCc2csc(-c3ccccc3)n2)c1,0.0,9,-0.6,-15
OC(C#CC(O)(c1ccccc1)c1ccccc1)c1ccc(F)cc1 (stereo not drawn),0.2,13,0.6,3
CCOC(=O)Cn1nc(-c2ccc(Cl)cc2)cc1N,0.2,-8,-0.6,-32
CN(C)c1ccc(-c2ccncc2)cc1,-0.1,6,-0.6,-23
Cn1c(=O)oc2cc(S(=O)(=O)NCCCN3CCCC3=O)ccc21,0.0,10,-1.2,-2
O=C(Nc1nn[nH]n1)C12CC3CC(CC(C3)C1)C2,0.0,15,0.8,5
CC(=O)N1c2ccccc2N=C(c2ccc(Br)cc2)CC1c1ccccc1 (stereo not drawn),0.0,9,1.4,6
CCC1SC(=Nc2ccccc2)N(S(=O)(=O)c2ccc(C)cc2)C1=O (stereo not drawn),-0.2,-6,1.6,0
Nc1cc(C(F)(F)F)ccc1Oc1ccccc1Cc1ccccc1,0.2,1,0.5,8
Cc1sc2ncn3c(=O)n(CC(=O)N4CC(C)CC(C)C4)nc3c2c1C (stereo not drawn),-0.1,-11,-1.0,-6
CCOC(=O)CSC/C(=N\Nc1ccccc1)c1cccs1,-0.5,-7,0.1,-3
NC(=O)COC(=O)C1CSC2(c3ccc(F)cc3)CCC(=O)N12 (stereo not drawn),0.2,14,3.6,2
CC1CCN(c2nc(-c3ccc(Br)cc3)nc3ccccc23)CC1,0.1,8,-0.9,-18
COc1ccc(CN(Cc2cccnc2)C(=O)c2cc3ncccn3n2)cc1OC,0.5,13,-0.3,2
CC(=O)c1cccc(NC(=O)c2ccccn2)c1,-0.5,10,-0.9,-23
COC(=O)c1ccc(OCC2c3cc(OC)c(OC)cc3CCN2C(=O)c2ccccc2Br)cc1 (stereo not drawn),0.0,8,-0.4,-6
CCCCOc1ccc(/C=N/NC(=O)c2c(C)nnn2-c2nonc2N)cc1,-0.1,6,-0.5,-1
CC(C)OP(=O)(OC(C)C)C(Nc1cccc(N)c1)c1cccc(N)c1 (stereo not drawn),-0.1,9,-1.2,1
CC(=O)c1cccc(-c2nc3ncnc(NCCN(C(C)C)C(C)C)c3[nH]2)c1,-0.3,13,-0.2,-9
CC(C)CNC(=O)c1cc(-c2cccc(Cl)c2)on1,0.1,7,-0.5,-30
